DT40 TDP1 CPT – DT40-hTDP1 cell growth loss with CPT | chicken DT40 Tdp1-/-;hTDP1 cells + 20 nM CPT, ATP luminescence, 48 h | Potency, µM (titrated, usually from 46.2 µM), for inactives: at the highest dose activity change, negative = growth inhibition, actives largely listed as inhibitors | 420,000 tested, 12% active | AID 686979; also: nearly all actives have a fitted effect of over 55% in size
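Chicken DT40 Tdp1-/- cells complemented with human TDP1, 400 cells/well, exposed to compounds plus 20 nM camptothecin for at least 48 h at 37 C; viability read as ATP content by CellTiter-Glo luminescence.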
KAT2A inh – blocks human GCN5L2 histone acetyltransferase | 390,000 tested, 0.21% active | Potency, µM (top dose mostly 58.9 µM), for inactives: at the highest dose activity change, negative = inhibition, usual class: inhibitors | Q92830 | GCN5L2 HAT assay, ThioGlo1 CoA-SH fluorescence
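Preincubate 20nM GCN5L2 with compound 15 min, RT → add 50uM ThioGlo1 + 75uM H3(1-25) + 70uM acetyl-CoA → read fluorescence 0 and 20 min. Primary qHTS; fluorescent artifacts likely.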
FEN1 inhibitor – inhibitors of human flap endonuclease 1; P39748; 390,000 tested, 0.35% active; Recombinant FEN1 flap cleavage, fluorescence, 15 min; Potency, µM (highest dose often 114 µM), without a hit: top-dose activity change, negative = inhibition, usual class: inhibitors; also: nearly all actives have a fitted effect of over 65% in size
Target sequence (P39748 whole entry, looked up): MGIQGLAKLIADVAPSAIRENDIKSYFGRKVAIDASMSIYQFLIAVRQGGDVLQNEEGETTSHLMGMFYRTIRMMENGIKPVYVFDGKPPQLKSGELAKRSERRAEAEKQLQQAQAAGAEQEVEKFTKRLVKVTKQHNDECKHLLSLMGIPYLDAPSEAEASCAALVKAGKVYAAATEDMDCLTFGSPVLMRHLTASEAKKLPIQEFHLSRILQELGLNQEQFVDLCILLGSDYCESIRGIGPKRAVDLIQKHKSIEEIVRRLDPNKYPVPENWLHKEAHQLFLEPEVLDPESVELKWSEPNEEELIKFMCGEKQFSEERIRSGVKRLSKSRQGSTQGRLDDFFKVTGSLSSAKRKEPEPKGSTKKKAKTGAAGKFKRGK
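Compounds are tested as a concentration series against 10 nM FEN1; after a 15 min room-temperature preincubation, 50 nM substrate starts cleavage, with plate reads at 0 and 15 min. Normalized responses are fitted by a Hill equation.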
* = called active by the depositor; ? = inconclusive; / = no result given; & = joins results of further samples. Calls follow the shape of the dose curve; as a rule, active = well fitted curve in the direction sought with a large enough effect; inconclusive = small, poorly fitted or top-dose-only effect, or another doubt; inactive = no such curve, though single readings can be large; an effect the other way counts as inactive or inconclusive. % is scaled to controls: 0 for no effect and ±100 for the full control effect; potency is read from the fitted curve at half-maximal effect. This is a subset (hit frequency here may not be typical).

1. O=C(COC(=O)c1ccc(Br)cc1)NCc1ccccc1
2. CC(NCCC(c1ccccc1)c1ccccc1)c1ccccc1 (stereo unspecified)
3. CCN1CCN(CCOc2ccc(Cl)cc2)CC1
4. CCN(CC(=O)Nc1ccccc1OC)C(=O)c1cccc(-n2cccc2)c1
5. CCOc1cc(C(=O)N(Cc2nc(-c3ccc(C)cc3)no2)C(C)C)cc(OCC)c1OCC
6. O=S(=O)(c1ccccc1)c1nc(-c2ccc(F)cc2)oc1N1CCCCCC1
7. C/C(=N/NS(=O)(=O)c1ccc(Br)cc1)c1ccc(C)o1
8. Cc1ccc(NC(=O)CN(C)S(=O)(=O)c2cccs2)cc1F
9. Cc1ccc(NC(=O)COC(=O)c2cccc(C)c2[N+](=O)[O-])cc1S(=O)(=O)N1CCCCC1
10. COc1ccccc1CC(NC(C)=O)C(=O)NC1CCN(S(=O)(=O)c2ccccc2)CC1 (stereo unspecified)

| compound no. | 1 | 2 | 3 | 4 | 5 | 6 | 7 | 8 | 9 | 10 |
| --- | --- | --- | --- | --- | --- | --- | --- | --- | --- | --- |
| DT40 TDP1 CPT | -3% | 6.5µM* | -4% | -17% | 16µM* | 18µM* | -11% | ? | 16µM* | -4% |
| KAT2A inh | -8% | 0%&13% | -5% | -2% | -18% | -12% | -1% | -2% | -11% | -5% |
| FEN1 inhibitor | -2% | 12% | -8% | 3% | -26% | 3% | -8% | -4% | -17% | 6% |

11. Cc1cc(-c2ccccc2)nc(SC(C(=O)O)c2ccccc2)n1 (stereo unspecified)
12. O=C(Cc1cccs1)N1CCN(S(=O)(=O)c2ccc(Cl)c(C(F)(F)F)c2)CC1
13. Cc1cnc(C(=O)OCC(=O)N2c3ccccc3CC2C)cn1 (stereo unspecified)
14. O=C(Nc1ccc2c(c1)C(N1CCOCC1)c1ccccc1-2)C(F)(F)F (stereo unspecified)
15. CC1(c2nnc(-c3ccccc3)o2)CC(c2c(Cl)cccc2Cl)=NO1 (stereo unspecified)
16. CCN(CC(=O)Nc1c(F)cccc1F)C(=O)C1CCN(c2ncnc3sc(C)c(C)c23)CC1
17. COc1ccccc1-c1nnc2sc(-c3cnccn3)nn12
18. COc1cc(N=Nc2cccc(S(N)(=O)=O)c2)c2ccccc2c1N
19. CCOC(=O)C1=C(C)N(c2ccccc2)C(=O)/C1=C\c1ccc(O)c(OC)c1
20. CCc1noc(C)c1C(=O)Nc1nc(-c2ccccc2)cs1

| compound no. | 11 | 12 | 13 | 14 | 15 | 16 | 17 | 18 | 19 | 20 |
| --- | --- | --- | --- | --- | --- | --- | --- | --- | --- | --- |
| DT40 TDP1 CPT | -6% | -29% | 1% | 12% | ? | 21µM* | -22% | ? | -43% | ? |
| KAT2A inh | -2% | 0% | 1% | / | / | -2% | -4% | -10% | ? | -25% |
| FEN1 inhibitor | 21% | 8% | -1% | -3% | 3% | -2% | -20% | 45µM* | ? | -12% |

21. CC1=C/C(=N\OC(=O)/C=C/c2ccccc2)C(C)=CC1=O
22. Clc1cccc(Cl)c1NC1=NCCC1
23. CN1CCC(N(C)C(=O)c2ccc(Cl)c(S(=O)(=O)Nc3ccc(Cl)cc3)c2)CC1
24. CCOC(=O)COc1ccc(Oc2nc(C)cc(OC)n2)nn1
25. O=C(O)c1cccc(N2C(=O)c3cccc(Oc4ccc(Cl)cc4)c3C2=O)c1
26. COc1ccc(-c2c(-c3ccc(OCC(=O)NN)cc3O)n[nH]c2C)cc1
27. Cc1cc(NC(=O)c2ccc([N+](=O)[O-])cc2)n(CCC#N)n1
28. COc1ccc(S(=O)(=O)Nc2cc(C)ccn2)cc1OC
29. COc1ccccc1C1CC(c2ccc(NS(C)(=O)=O)cc2)=NN1S(=O)(=O)c1ccccc1 (stereo unspecified)
30. COc1ccccc1OCCOCCOc1ccc(C)cc1Br

| compound no. | 21 | 22 | 23 | 24 | 25 | 26 | 27 | 28 | 29 | 30 |
| --- | --- | --- | --- | --- | --- | --- | --- | --- | --- | --- |
| DT40 TDP1 CPT | 23µM* | -5% | -15% | -25% | -22% | -17% | 1% | -1% | -13% | ? |
| KAT2A inh | -4% | -5% | / | 1% | 3% | -2% | -5% | 0% | -7% | -4% |
| FEN1 inhibitor | -2% | 2% | -12% | 13% | -9% | -3% | 9% | -9% | -25% | -21% |

31. COc1ccc(S(=O)(=O)N2CCOC2CNC(=O)C(=O)NCCN2CCOCC2)cc1 (stereo unspecified)
32. Cc1cccc(NC(=O)c2nc[nH]c2C(=O)NCc2ccccc2)c1
33. COCCNC(=O)COC(=O)c1cc(-c2ccc(OC)cc2)nc2ccccc12
34. CC(C)c1ccc(/C=C/C(=O)NC(=S)Nc2ccc(CN3CCOCC3)cc2)cc1
35. Cc1c(C(=O)NCCc2ccc(Cl)cc2)sc2nc3n(c(=O)c12)CCCC3
36. CC1(C)CC(=O)C=C(Nc2ccc(Cl)c(Br)c2)C1
37. COC(=O)c1ccc(Nc2ccc3nonc3c2[N+](=O)[O-])cc1
38. CC(=O)c1ccc(NCC2COc3ccccc3O2)c([N+](=O)[O-])c1 (stereo unspecified)
39. COCCn1c(SCC(=O)c2c(-c3ccccc3)n(C)c3ccccc23)nnc1-c1ccncc1
40. COc1ccc(C(=O)Nc2nc(CC(=O)NCc3ccc(F)cc3)cs2)cc1

| compound no. | 31 | 32 | 33 | 34 | 35 | 36 | 37 | 38 | 39 | 40 |
| --- | --- | --- | --- | --- | --- | --- | --- | --- | --- | --- |
| DT40 TDP1 CPT | 2% | ? | -15% | 9.2µM* | ? | -18% | 9% | ? | ? | ? |
| KAT2A inh | 2% | -12% | -13% | -7% | ? | 1% | ? | ? | 7% | -5% |
| FEN1 inhibitor | 1% | -13% | -1% | 4% | 2% | 3% | 4% | -10% | 1% | 7% |

41. CC(=O)c1c(C)[nH]c(C(=O)OCCOc2ccccc2)c1C
42. O=[N+]([O-])c1ccccc1/C=C/CN1CCSCC1
43. COC(=O)c1cc2oc3ccccc3c2n1CC(=O)Nc1ccc(C)cc1C
44. COc1cccc(C2(O)CCN(C(=O)c3cccs3)CC2)c1
45. CCC(=O)Nc1ccccc1-c1nc2ccccc2n(CC(=O)Nc2ccccc2OC)c1=O
46. CCC(=O)NCC(c1ccco1)N1CCN(c2ccc(OC)cc2)CC1 (stereo unspecified)
47. Cc1ccc(C)c(NC(=O)CSc2n[nH]c(-c3ccccn3)n2)c1
48. Cc1c(C(=O)NCc2ccccn2)oc2ccc(S(=O)(=O)N3CCOCC3)cc12
49. COC(=O)c1sccc1NC(=O)Nc1ccc(OC)cc1OC
50. O/N=C(/C[n+]1csc2ccccc21)c1ccccc1

| compound no. | 41 | 42 | 43 | 44 | 45 | 46 | 47 | 48 | 49 | 50 |
| --- | --- | --- | --- | --- | --- | --- | --- | --- | --- | --- |
| DT40 TDP1 CPT | ? | -8% | ? | 6% | 5.8µM* | -17% | 23µM* | -22% | -3% | 1.1µM* |
| KAT2A inh | 0% | -1% | -4% | -2% | -1% | -24% | 1% | 1% | -7% | / |
| FEN1 inhibitor | -11% | 12% | 17% | 2% | 17% | 1% | -3% | 0% | 5% | ? |

(cont.)
Every second line gives: DT40 TDP1 CPT | KAT2A inh | FEN1 inhibitor
#51 Cc1ccc(C(=O)N2CCN(c3ncccn3)CC2)cc1NC1=NC2CS(=O)(=O)CC2S1 (stereo unspecified)
  1% | -1% | 0%
#52 CC(C)Cc1nnc(NC(=O)CCc2c[nH]c3ccccc23)s1
  ? | -5% | -16%
#53 CC(C)C(=O)Nc1ccc(C(=O)NNC(=O)CCc2ccccc2)cc1
  -1% | -2% | 0%
#54 COc1ccc(CNC(=O)c2noc3c2CCCC3)cc1
  9% | 0% | 7%
#55 CC1(C)CC(=O)c2ccc(OCc3ccc([N+](=O)[O-])cc3)cc2O1
  -1% | -7% | -2%
#56 O=C(CSc1ncc(-c2ccc(Cl)cc2)[nH]1)Nc1ccccc1F
  ? | -17% | -21%
#57 O=C(CSc1nc(=O)n2cc(Cl)ccc2n1)Nc1cccc2ccccc12
  ? | -22% | 0%
#58 CC(=O)N1c2ccc(S(=O)(=O)NCC3CCC(C(=O)Nc4ccc(F)cc4)CC3)cc2CC1C (stereo unspecified)
  16µM* | -3% | 2%
#59 COc1ccc(C(=O)n2nc(-c3ccco3)nc2N)cc1
  -2% | -2% | 4%
#60 CCOC(=O)N1CCN(C(=O)c2cc3cc(C)ccc3[nH]2)CC1
  -9% | 4% | 24%
#61 O=C(Nc1ccncc1)c1ccc(Cl)c(Cl)c1
  -22% | -16% | -12%
#62 COc1ccc2ccn(S(=O)(=O)c3ccccc3)c2c1
  -15% | -2% | -4%
#63 CC(C)(C)OC(=O)N/N=C/c1c[nH]c2ccccc12
  2% | -2% | 1%
#64 COc1ccc(NC(=O)C(C)n2nc(-c3ccc(C)c(C)c3)ccc2=O)cc1OC (stereo unspecified)
  23µM* | -6% | -5%
#65 CCOc1ccc(NC(=S)NCCN2CCN(Cc3ccccc3)CC2)cc1
  ? | -1% | 10%
#66 CCc1c(C)sc(NC(=S)N2CCN(S(C)(=O)=O)CC2)c1C(=O)OC
  -15% | 2% | -13%
#67 Cc1ccc(NC(=O)COC(=O)CN2C(=O)c3ccccc3C2=O)cc1S(=O)(=O)N(C)C
  13% | -2% | -2%
#68 O=C(CNC(=O)c1ccc(F)cc1)N/N=C/c1ccc(O)c([N+](=O)[O-])c1
  12% | -6% | -1%
#69 O=C1/C(=C/c2ccc3c(c2)OCO3)Oc2cc(OCC(=O)N3CC(O)C[C@H]3C(=O)O)ccc21 (stereo partly specified)
  -4% | -5% | ?
#70 O=C(CN1C(=O)c2cccnc2Oc2ccc(Cl)cc21)N1CCOCC1
  -8% | -6% | 18%
#71 CCOC(=O)c1cnc2ccc(OC)cc2c1Nc1ccc2c(c1)OCCO2
  ? | -9% | -19%
#72 Cn1c(CSCc2ccc(F)cc2)nnc1SCC(=O)Nc1nccs1
  10µM* | 0% | 0%
#73 Cc1ccc2cc(C)c(SCC#N)nc2c1
  -4% | -3% | -21%
#74 NC(=O)C1CCCN(C(=S)Nc2cccc3ccccc23)C1 (stereo unspecified)
  1% | 3% | 3%
#75 Cc1ccc(C(=O)N/C(=C\c2cn(S(=O)(=O)N(C)C)c3ccccc23)C(=O)NCCN2CCOCC2)cc1
  ? | -3% | 6%
#76 O=C(COC(=O)c1ccc2ncsc2c1)Nc1ncc(Cl)cc1Cl
  2% | -3% | -6%
#77 COc1ccc2cc3cc(C(=O)NCc4cccs4)oc3nc2c1
  -24% | -13% | ?
#78 O=C(CSc1nnc2ccc(-c3cccnc3)nn12)Nc1cccc(F)c1
  -16% | -4% | 1%
#79 Nc1ncc(Br)cc1N=Cc1ccccc1
  ? | -2% | 6%

In the list so far, 13 have a Cl atom.
Every second line gives: DT40 TDP1 CPT | KAT2A inh | FEN1 inhibitor
#3 CCN1CCN(CCOc2ccc(Cl)cc2)CC1
  -4% | -5% | -8%
#12 O=C(Cc1cccs1)N1CCN(S(=O)(=O)c2ccc(Cl)c(C(F)(F)F)c2)CC1
  -29% | 0% | 8%
#15 CC1(c2nnc(-c3ccccc3)o2)CC(c2c(Cl)cccc2Cl)=NO1 (stereo unspecified)
  ? | / | 3%
#22 Clc1cccc(Cl)c1NC1=NCCC1
  -5% | -5% | 2%
#23 CN1CCC(N(C)C(=O)c2ccc(Cl)c(S(=O)(=O)Nc3ccc(Cl)cc3)c2)CC1
  -15% | / | -12%
#25 O=C(O)c1cccc(N2C(=O)c3cccc(Oc4ccc(Cl)cc4)c3C2=O)c1
  -22% | 3% | -9%
#35 Cc1c(C(=O)NCCc2ccc(Cl)cc2)sc2nc3n(c(=O)c12)CCCC3
  ? | ? | 2%
#36 CC1(C)CC(=O)C=C(Nc2ccc(Cl)c(Br)c2)C1
  -18% | 1% | 3%
#56 O=C(CSc1ncc(-c2ccc(Cl)cc2)[nH]1)Nc1ccccc1F
  ? | -17% | -21%
#57 O=C(CSc1nc(=O)n2cc(Cl)ccc2n1)Nc1cccc2ccccc12
  ? | -22% | 0%
#61 O=C(Nc1ccncc1)c1ccc(Cl)c(Cl)c1
  -22% | -16% | -12%
#70 O=C(CN1C(=O)c2cccnc2Oc2ccc(Cl)cc21)N1CCOCC1
  -8% | -6% | 18%
#76 O=C(COC(=O)c1ccc2ncsc2c1)Nc1ncc(Cl)cc1Cl
  2% | -3% | -6%

Bioassay records: PubChem, National Center for Advancing Translational Sciences (NCATS)
